influenza NS1A – H1N1 influenza NS1A inhibitors, functional cell based assay (AID 504329); NS1A functional cell-based assay, percent inhibition; higher % means a stronger effect; inhibition, % at 12.5 µM; hits with a dose series show IC50 in µM; 340,000 tested, 0.3% active; in the data active = a potency from the dose series; inconclusive = inhibition above about 27% without an active follow-up result; note: strong numbers were not always called active
M. tuberculosis HTS – M. tuberculosis growth inhibition, HTS (AID 449762). inhibition, % at 25 µM, or IC50 in µM where a hit was titrated. 330,000 tested, 0.59% active. M. tuberculosis H37Rv growth inhibition, 7H9 media; higher % means a stronger effect; in the data active = a potency from the dose series; inconclusive = inhibition above about 70% without an active follow-up result;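 note: bacterial growth assessed after seven days of incubation; strong numbers were not always called active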
VEEV TC-83 Vero – inhibitors of VEEV TC-83 cytopathic effect, confirmation, Vero cells (AID 588727); Vero cells, VEEV TC-83 cytopathic effect inhibition; higher % means a stronger effect; one-dose inhibition, % at 20 µM; IC50 in µM for titrated hits; 350,000 tested, 0.13% active; in the data active = a potency from the dose series; inconclusive = inhibition mostly from about 14% at the one dose, without a potency; inactive = the rest, 99 in 100 with inhibition below about 12%; note: strong numbers were not always called active
M. tuberculosis – growth inhibition of non-replicating M. tuberculosis (AID 488890). inhibition, % at 25 µM, or IC50 in µM where a hit was titrated. Mycobacterium tuberculosis non-replicating, growth inhibition; higher % means a stronger effect. 320,000 tested, 0.39% active; in the data active = a potency from the dose series; inconclusive = inhibition mostly from about 82% at the one dose, without a potency; inactive = the rest, 99 in 100 with inhibition below about 76%;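 note: plate controls were DMSO cells for no effect and high antibiotic wells for full effect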
PhoP GFP inhibition – PhoP regulon inhibitors, Salmonella typhi PhoP promoter GFP reporter, confirmatory (AID 1850); Salmonella Typhi PhoP-promoter GFP reporter, fluorescence, 4 h; higher % means a stronger effect; inhibition, % at 50 µM; hits with a dose series show IC50 in µM; 310,000 tested, 0.33% active; in the data active = a potency from the dose series; inconclusive = inhibition mostly from about 25% at the one dose, without a potency; inactive = the rest, 99 in 100 with inhibition below about 19%;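 note: 0% = induced wells with vehicle and 100% = uninduced wells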
VEEV TC-83 Vero 10K pilot screen – second read-out of VEEV TC-83 Vero, no call of its own (marks repeat the call); inhibition, %; measured here: 10K pilot screen inhibition
* hit, by the source's call; i = inactive; ? = inconclusive; · = not tested or not shown.

SMILES	influenza NS1A	M. tuberculosis HTS	VEEV TC-83 Vero	M. tuberculosis	PhoP GFP inhibition	others
COCCCn1c(SCC(=O)NC2CCCCC2)nnc1-c1ccncc1	2%	8%	i	0%	-7%
COc1ccc(/C=C/C(=O)c2ccc3c(c2)OCO3)c(OC)c1	-8%	?	3.6%	-5%	-2%
COc1ccccc1N1CCN(/N=C/c2cc(OC)c(OC(C)=O)c(OC)c2)CC1	0%	5%	0.1%	-9%	1%
CC(C)CNC(=O)C(=O)NC1CCCC1	-4%	-5%	0.6%	7%	4%
Cn1nc(C(F)(F)F)c(-c2ccccc2)c1NC(=O)c1nccnc1C(=O)O	4%	-10%	i	-13%	2%
CCOc1ccccc1CNC(=O)C1CCC(=O)N1C(C)C (stereo not drawn)	4%	-7%	2.2%	-2%	0%
O=C(Nc1ccccc1)N1N=C(c2cccs2)CC1c1cccs1 (stereo not drawn)	4%	7%	4.9%	4%	-20%
COc1ccc(CCNC(=O)Cc2ccc(NS(=O)(=O)c3ccc(F)cc3)cc2)cc1OC	-5%	11%	2.8%	15%	·
COc1ccc(-c2ccc(SCC(=O)NCc3ccc4c(c3)OCO4)nn2)cc1OC	1%	3%	9.0%	27%	-6%
Cc1cc(C(=O)NCc2cccs2)c(C)o1	6%	-5%	i	-2%	-4%
O=C1CC(c2ccccc2)CC(O)=C1C=Nc1ccccc1Cl (stereo not drawn)	-4%	9%	0.1%	35%	2%
COc1ccc(N2CCN(C(=O)COc3ccc4c(C)cc(=O)oc4c3)CC2)cc1	11%	-2%	3.2%	25%	7%
O=C(CNc1ccccc1F)Nc1cccc2ccccc12	6%	18%	2.6%	70%	-6%
CCOC(=O)Cn1c2[n+](c3ccccc31)CC(O)CS2 (stereo not drawn)	-11%	-3%	i	14%	2%
Cc1ccccc1C(=O)NCC(=O)OC(C)C(=O)Nc1ccnn1C(C)C (stereo not drawn)	-5%	-8%	1.4%	-23%	17%
Cc1ccc(NC(=O)Cc2noc3ccccc23)c(C)c1	17%	-1%	i	-14%	-4%
O=C(N/N=C/c1ccc(OCC(=O)N2CCCC2)cc1)C(=O)NC1CC1	-4%	1%	0.9%	4%	-7%
Cc1ccc(N(C(=O)CCCC(=O)Nc2ccccn2)C(C(=O)NC2CCCC2)c2ccc(O)cc2)cc1C (stereo not drawn)	-9%	-9%	2.5%	44%	8%
CC(/C=N/n1c(-c2ccccn2)n[nH]c1=S)=C\c1ccccc1	·	5%	1.9%	-11%	0%
O=c1cc(NCc2ccc3c(c2)OCO3)[nH]c(=O)n1-c1ccc(Cl)cc1	-1%	-5%	1.8%	32%	-2%
CC(C)CN(C(=O)CCCOc1ccc(Cl)cc1Cl)c1c(N)n(Cc2ccccc2)c(=O)[nH]c1=O	-3%	-2%	6.8%	42%	-9%
COc1ccc(-c2cc(=O)oc3c(C)c(OCC(=O)NCCCn4ccnc4)ccc23)cc1	-2%	-1%	6.5%	72%	-10%
O=C(CCc1ccccc1)NNC(=O)c1ccccc1Br	-5%	5%	0.2%	18%	-5%
O=C1CC(c2ccco2)Cc2nc(Nc3ccc(F)cc3)ncc21 (stereo not drawn)	14%	6%	9.2%	45%	3%
C=C(C)Cn1c(N2CCCC2)nc2c1c(=O)n(C)c(=O)n2C	23%	1%	i	3%	1%

Next section; the last 4 above are carried over.
SMILES	influenza NS1A	M. tuberculosis HTS	VEEV TC-83 Vero	M. tuberculosis	PhoP GFP inhibition	others
COc1ccc(-c2cc(=O)oc3c(C)c(OCC(=O)NCCCn4ccnc4)ccc23)cc1	-2%	-1%	6.5%	72%	-10%
O=C(CCc1ccccc1)NNC(=O)c1ccccc1Br	-5%	5%	0.2%	18%	-5%
O=C1CC(c2ccco2)Cc2nc(Nc3ccc(F)cc3)ncc21 (stereo not drawn)	14%	6%	9.2%	45%	3%
C=C(C)Cn1c(N2CCCC2)nc2c1c(=O)n(C)c(=O)n2C	23%	1%	i	3%	1%
Cc1cccc(OCC(O)CN2CC3(C)CC2CC(C)(C)C3)c1 (stereo not drawn)	8%	-1%	i	4%	-9%
O=C(NCCCN1CCCCC1)C1(S(=O)(=O)c2ccc(Cl)cc2)CC1	3%	-10%	0.1%	·	18%
c1ccc(-c2cc(-c3ccccc3)[nH]n2)cc1	-6%	2%	0.6%	15%	0%
CCCc1cc(=O)[nH]c(SCC(=O)Nc2nc3ccc(OCC)cc3s2)n1	10%	20%	2.7%	7%	3%
CCCCCn1c(=N)c(S(=O)(=O)c2ccc(Br)cc2)cc2c(=O)n3cccc(C)c3nc21	-8%	3%	0.5%	7%	-11%
Cn1c(-c2ccc3c(c2)OCO3)cc(=O)c2ccccc21	9%	-2%	0.5%	4%	2%
Cc1cc(OCC(=O)NCc2ccccn2)c2c(C)c(C)c(=O)oc2c1	11%	0%	6.2%	-7%	7%
COCCNC(=O)C1CC(=O)N(C2CCCCC2)C1 (stereo not drawn)	11%	-1%	i	2%	7%
C[C@@H]1O[C@@H](O[C@@H]2C=C3CC[C@@H]4C(CC[C@]5(C)[C@@H](c6ccc(=O)oc6)CC[C@]45O)[C@@]3(C)CC2)[C@H](O)[C@H](O)[C@H]1O (stereo partly drawn)	2%	-13%	?	-10%	·
COc1ccccc1N(CC(=O)Nc1ccccc1C)S(C)(=O)=O	-2%	-6%	1.0%	1%	-9%
O=C(Nc1nnc(S(=O)(=O)N2CCCCCC2)s1)c1ccccc1	7%	-3%	i	14%	-3%
Cc1ccc(Cl)cc1NC(=O)CSc1nncn1-c1ccccn1	-6%	-9%	i	-9%	-1%
O=C(Nc1ccc(OC(F)(F)F)cc1)C1CCCN(C(=O)c2ccc(Cl)cc2)C1 (stereo not drawn)	-15%	5%	i	47%	·
CC(C)c1ccc(NC2CCCN(C(=O)c3ccc(Cn4cnnn4)cc3)C2)cc1 (stereo not drawn)	-4%	6%	0.8%	11%	10%
O=C(COCc1ccccc1)N[C@@H]1c2ccccc2CC[C@H]1OCc1ccccc1	-12%	·	i	·	·
O=C(CN1C(=O)C2C3C=CC(C3)C2C1=O)NCCc1ccccc1 (stereo not drawn)	-3%	-5%	0.1%	-3%	-2%
CC1(C)CC(=O)C2=C(C1)Nc1ccccc1NC2c1ccccc1F (stereo not drawn)	-7%	3%	i	-11%	-1%
CCCC/C=C/C(NC(=O)CCc1ccccc1)c1ccccc1 (stereo not drawn)	0%	-4%	i	4%	0%
COc1ccc(N2CCN(C(=O)CNC(=O)Cc3ccc(Cl)cc3)CC2)cc1	-5%	8%	6.6%	13%	-11%
O=C(NC(=S)Nc1ccc2[nH]ncc2c1)c1ccccc1	7%	-3%	7.4%	13%	-8%
COc1ccc(-c2cc(=O)c3c(OC)c(OC)c(OC)cc3o2)cc1	1%	2%	8.1%	18%	4%
CCOC(=O)N1CCN(C(=O)CSc2nnc(-c3ccc(C(C)(C)C)cc3)o2)CC1	-7%	-2%	1.5%	76%	-7%
COC(=O)c1ccc(CSc2nc3sc(C(=O)O)c(C)c3c(=O)[nH]2)cc1	·	3%	·	2%	-4%
CCCCOC(=O)n1c(=O)oc2ccc(S(=O)(=O)N3CCCCC3)cc21	0%	-3%	1.1%	20%	1%
ClC1(Cl)CC1CSc1ncn[nH]1 (stereo not drawn)	-2%	·	0.1%	·	·

Compounds shown so far with a thiophene ring, fused or not:
SMILES	influenza NS1A	M. tuberculosis HTS	VEEV TC-83 Vero	M. tuberculosis	PhoP GFP inhibition	others
O=C(Nc1ccccc1)N1N=C(c2cccs2)CC1c1cccs1 (stereo not drawn)	4%	7%	4.9%	4%	-20%
Cc1cc(C(=O)NCc2cccs2)c(C)o1	6%	-5%	i	-2%	-4%
COC(=O)c1ccc(CSc2nc3sc(C(=O)O)c(C)c3c(=O)[nH]2)cc1	·	3%	·	2%	-4%

Additional results
SMILES	influenza NS1A	M. tuberculosis HTS	VEEV TC-83 Vero	M. tuberculosis	PhoP GFP inhibition	others
COc1ccc(-c2noc(CCC(=O)N3CCN(c4cc(C)ccc4C)CC3)n2)cc1	-1%	7%	3.2%	50%	0%
COc1ccc(Cl)cc1NC(=O)NCCN1CCCCC1	-3%	4%	i	2%	7%
CCCc1nc2nc(C)c(NS(=O)(=O)c3ccc(C(C)(C)C)cc3)c(=O)n2[nH]1	-2%	1%	2.0%	13%	10%
Cc1c(NC(=O)CSc2ccc(Cl)cc2)c(=O)n(-c2ccccc2)n1C	10%	4%	0.4%	11%	2%
O=C(CCC1COc2ccccc2O1)NCC1COc2ccccc2O1 (stereo not drawn)	0%	-3%	i	-9%	2%
O=C(NC1=NN(c2ccccc2)CC1)Nc1ccccc1F	20%	57%	2.0%	?	-2%
CN(C)/C(=N\S(=O)(=O)c1ccc(Cl)cc1)c1ccc(F)cc1	-6%	4%	0.1%	1%	-9%
Cc1cccc(Nc2cc(=O)[nH]c(=O)[nH]2)c1C	7%	-5%	0.5%	9%	13%
C=CCOn1c(=O)c(-c2cc3ccccc3o2)[n+]([O-])c2ccccc21	-1%	7%	0.4%	6%	0%
Cc1ccccc1C(=O)NNC1=NCCC1	20%	-9%	2.2%	21%	7%	VEEV TC-83 Vero 10K pilot screen=1.4
Cc1ccc(C(=O)N/C(=C\c2ccccc2F)c2nc(=S)[nH][nH]2)cc1	3%	?	3.4%	?	3%
NC(=O)NC(c1ccccc1)c1ccccc1	0%	4%	0.5%	2%	-9%
CCN(CC)S(=O)(=O)c1cccc(C(=O)Nc2cc(C)cc(C)c2)c1	6%	-5%	9.7%	28%	-12%
Cc1ccccc1C(=O)c1cccn1CC(=O)NCCN1CCN(c2cccc(C)c2C)CC1	1%	?	1.4%	?	-1%
CC(C)OP(=O)(OC(C)C)C(NC(=O)c1ccccc1)C(N)=O (stereo not drawn)	5%	-2%	0.7%	14%	9%
Cc1ccn2cc(C(=O)Nc3ccc4c(c3)OCCO4)nc2c1	-1%	-5%	1.8%	-1%	-7%
CCOc1ccc(Cc2noc3c2C(=O)CC(C)(C)C3)cc1OCC	2%	-6%	0.3%	-8%	-3%
c1ccc(-c2ccnc3nc(N4CCN(c5ccccc5)CC4)nn23)cc1	0%	-8%	0.9%	9%	-4%
CCN1/C(=C2\C(=O)N(c3ccccc3)N=C2C)C=Cc2cc(C)ccc21	-9%	-1%	1.1%	1%	0%
O=C(Nc1c2c(nc3ccccc13)CCCC2)c1ccccc1Br	1%	1%	i	8%	5%
Cc1ccsc1C(=O)N1CCC(CO)(Cc2ccccc2)CC1	-2%	13%	i	-9%	-23%
COC(=O)c1cc2c(n1S(=O)(=O)c1ccc(C)cc1)C(=O)C(=O)c1[nH]cc(C(=O)OCc3ccccc3)c1-2	-6%	·	i	·	·
COc1ccc(CNC(=O)CN2C(=O)NC3(CCCCCC3)C2=O)cc1OC	-5%	4%	1.5%	9%	-28%
O=C(/C=C/c1ccc(Cl)cc1)Nc1ccc(Br)cn1	0%	3%	1.4%	13%	18%
COC(=O)CC(NC(=O)Nc1ccc(C)cc1)c1cccc([N+](=O)[O-])c1 (stereo not drawn)	7%	-3%	0.3%	2%	-1%
SMILES	influenza NS1A	M. tuberculosis HTS	VEEV TC-83 Vero	M. tuberculosis	PhoP GFP inhibition	others
CCOc1nc(Nc2ccc(OC)cc2)nc(OCC)n1	-10%	3%	4.2%	-2%	2%
CCOc1cc(/C=N/NC(=O)Nc2ccccc2)ccc1O	6%	15%	4.5%	-13%	4%
Cc1oc(=O)c(NC(=O)c2ccccc2)cc1C(C)O (stereo not drawn)	-2%	-2%	2.3%	14%	-9%
COc1ccc(OCC(=O)NC(=O)c2ccccc2)c([N+](=O)[O-])c1	-2%	0%	0.9%	-5%	·
CN(C)c1ccc(-c2sc(Nc3ccccc3)n[n+]2-c2ccc(F)cc2)cc1	3%	59%	0.4%	61%	-25%
COc1cccc(-c2ccc(NC(=O)C3CCCN(CCCn4cccn4)C3)cc2)c1 (stereo not drawn)	3%	5%	?	38%	-12%
CC(OC(=O)c1ccc([N+](=O)[O-])s1)C(=O)NC1CCCCC1C (stereo not drawn)	-3%	?	i	0.24µM*	·
CCCCCCCOC(=O)C[N+](C)(C)CCOC1CC2CCC1(C)C2(C)C (stereo not drawn)	-13%	·	24%	·	·
CN(C)CC(C)(C)CNS(=O)(=O)c1cccc(Cl)c1Cl	3%	-9%	1.8%	-5%	6%
Cc1ccc(S(=O)(=O)N2CCN(c3ccc4nnc(-c5ccccc5)n4n3)CC2)cc1	26%	·	1.8%	·	·
O=C(Nc1ccc(NC(=O)C2CCCCC2)nc1)c1ccccn1	-12%	7%	7.1%	27%	4%
O=C(Nc1ccc(S(=O)(=O)NCc2ccccc2)cc1)c1ccc(Br)o1	4%	9%	6.8%	-8%	8%
CC(C)(C)Cc1nnc(NC(=O)CSc2ccccc2)s1	4%	6%	0.5%	75%	1%

Compound activity as filed in PubChem BioAssay.
